# Compound activity deposited in PubChem by The Scripps Research Institute Molecular Screening Center.
# TAAR1 antag: human TAAR1 antagonism; Q96RJ0; CHO RD-HGA16 TAAR1, Fluo-8 calcium fluorescence, antagonist; inhibition, % at 3 µM; 1.5% of 360,000 active; AID 624466;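 active = inhibition above a per-plate cutoff, the mean inhibition of test compounds on that plate plus 3 SD, cut at about 49% in these data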;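 note: 0% = DMSO plus EC80 beta-PEA response and 100% = DMSO alone without agonist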
#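 test system = CHO RD-HGA16 cells bearing hTAAR1 | replication = singlicate | controls = DMSO-only wells and EC80 β-PEA-stimulated wells | reagent = EC80 β-phenethylamine stimulus | read-out basis = percent inhibition of PEA-evoked calcium signal, max/basal emission ratio | schedule = seeding 17-24 h prior, 75-min 37 °C, 30-min RT dye loading | signal = kinetic Fluo-8 calcium fluorescence measurement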
# TAAR1 agonist: human TAAR1 agonism; Q96RJ0; CHO RD-HGA16 TAAR1, Fluo-8 calcium fluorescence; vehicle wells 0%, saturating PEA agonist 100%; activation, % at 3 µM; 0.99% of 360,000 active;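 active = activation above the mean activation of all test compounds in the run plus 3 SD, cut at about 38% in these data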
#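 Assay system – CHO-derived RD-HGA16 cells with stable Gα16 and human TAAR1 · Compound dosing – one-point dosing at 3 µM (nominal) · Incubation – 17-24 h seeding, 75 min 37 °C dye, 30 min RT · Measured by – kinetic Fluo-8 calcium fluorescence · Control set – DMSO vehicle as 0%, PEA at EC100 as 100% · Repeats – single well for each compound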
# V1aR counter: counter-screen for oxytocin receptor agonists: human V1a receptor agonists; P37288; CHO-V1R cells, Fluo-8 calcium fluorescence, agonist mode; 0% DMSO, 100% 3 nM vasopressin; activation, % at 3 µM; 0.25% of 320,000 active; AID 2797;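 active = activation above the mean activation of all tested compounds plus 3 SD, per screening run, cut at about 20% in these data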;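 note: signal is peak over basal fluorescence ratio across a 100 second FLIPR read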
# Target sequence (P37288 whole entry, looked up): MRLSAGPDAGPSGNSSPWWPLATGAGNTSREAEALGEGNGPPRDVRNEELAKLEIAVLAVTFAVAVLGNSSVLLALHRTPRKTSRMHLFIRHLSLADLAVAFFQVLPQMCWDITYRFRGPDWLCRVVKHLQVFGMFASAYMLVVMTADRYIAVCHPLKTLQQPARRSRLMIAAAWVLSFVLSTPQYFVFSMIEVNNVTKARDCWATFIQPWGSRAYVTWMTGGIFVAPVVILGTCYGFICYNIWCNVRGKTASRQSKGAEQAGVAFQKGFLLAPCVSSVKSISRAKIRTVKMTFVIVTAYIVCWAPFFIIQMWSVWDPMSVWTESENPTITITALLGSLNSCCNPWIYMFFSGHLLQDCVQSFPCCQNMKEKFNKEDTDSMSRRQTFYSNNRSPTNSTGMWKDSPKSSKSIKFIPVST
# OXTR potentiator: human OXTR potentiation; CHO-OTR cells, Fluo-8 calcium fluorescence, potentiator mode; 0% = oxytocin EC15, 100% = EC100; 0.061% of 320,000 active; P30559; activation, % at 3 µM; AID 2445;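 active = activation above that plate's cutoff, the mean activation of tested compounds plus 3 SD, cut at about 6.6% in these data, passing the limit was not always enough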;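 note: 100% uses oxytocin at 75 nM as the full agonist control; some results filed as inactive read as strong as hits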
# Target sequence (P30559 whole entry, looked up): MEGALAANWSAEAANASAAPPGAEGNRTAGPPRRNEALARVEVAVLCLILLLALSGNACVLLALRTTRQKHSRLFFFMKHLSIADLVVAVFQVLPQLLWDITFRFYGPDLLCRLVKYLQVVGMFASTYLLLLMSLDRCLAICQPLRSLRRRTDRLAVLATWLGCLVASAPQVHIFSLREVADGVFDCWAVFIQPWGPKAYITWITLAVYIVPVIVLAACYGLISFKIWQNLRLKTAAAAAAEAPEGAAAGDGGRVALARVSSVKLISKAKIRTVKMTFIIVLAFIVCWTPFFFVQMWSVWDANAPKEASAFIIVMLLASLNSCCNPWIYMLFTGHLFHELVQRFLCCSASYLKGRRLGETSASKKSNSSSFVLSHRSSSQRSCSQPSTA
#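 Dosing: Single dose, 3.0 µM nominal final compound concentration | Material: Human OTR in CHO cells | Technique: Kinetic Fluo-8 calcium fluorescence | Benchmarks: EC15 oxytocin alone as 0%, 75 nM oxytocin as 100% | Probe or stimulus: Oxytocin at about EC15, sub-maximal agonist stimulus | Incubation: Compound 6 min at room temperature before oxytocin, 100 s read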
# M1 PAM: potentiates human M1 receptor response to acetylcholine. activation, % at 3 µM. 0.088% of 360,000 active. CHO-K1 hM1, Fluo-8 calcium fluorescence, ACh EC20; 0% = ACh EC20, 100% = maximal ACh. AID 588819. P11229; in the data active = activation above about 19%, passing the limit was not always enough
# CHRM1 agonist: agonists of human M1 muscarinic receptor | CHO-K1 hM1, Fluo-8 calcium fluorescence, agonist mode; 0% DMSO, 100% acetylcholine EC100 | 0.33% of 360,000 active | AID 588814 | activation, % at 3 µM | P11229;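 active = activation above the run's mean compound activation plus 3 SD, cut at about 16% in these data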;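 note: peak over basal fluorescence ratio within a 140 s kinetic read after compound addition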
# M1 antag: blocks human M1 muscarinic receptor. CHO-K1 hM1, Fluo-8 calcium fluorescence, ACh EC80 antagonist. AID 588852. inhibition, % at 3 µM. 1.3% of 360,000 active;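 active = percent inhibition above its own plate's cutoff, namely the mean of that plate's compound wells plus 3 SD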;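 note: peak over basal fluorescence ratio during 140 s after agonist addition; 0% = ACh EC80 plus DMSO and 100% = DMSO alone without agonist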
# OXTR agonist: agonists of human oxytocin receptor; CHO-OTR cells, Fluo-8 calcium fluorescence; normalized: DMSO 0%, oxytocin 100%; activation, % at 3 µM; 0.32% of 320,000 active; AID 2435;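 active = activation above the mean of all tested compounds plus 3 SD, cutoff set per screening run, cut at about 20% in these data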;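 note: peak over basal fluorescence ratio from a 100 s FLIPR kinetic read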
# CHO parental Ca: counter-screen: ATP calcium response change in parental CHO cells; parental CHO-K1, ATP-induced calcium, Fluo-8 fluorescence; inhibition, % at 5.6 µM; 0.63% of 330,000 active; AID 463079;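 active = inhibition above that plate's mean sample inhibition plus 3 SD, cut at about 26% in these data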;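 note: 0% = ATP-challenged DMSO wells and 100% = DMSO wells without ATP; some compounds past the cut are filed as inactive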
#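 Measured by: calcium-sensitive Fluo-8 fluorescence / Test system: CHO parental line / Controls: ATP-challenged DMSO wells low, unchallenged DMSO wells high / Measure: % inhibition / Compound: single nominal dose of 5.6 µM per compound / Replicates: single well per compound, no replicates / Reagent: ATP as calcium-mobilizing challenge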
# * hit, by the source's call; · = not tested or not shown. Compounds were not picked by outcome. Share with any hit: about 3.7%.
[1] Cc1c(C(c2ccccc2Br)c2c(C)n(C)n(-c3ccccc3)c2=O)c(=O)n(-c2ccccc2)n1C
[2] COc1cc(Br)cc2cc(C(=O)N3CCOCC3)c(=O)oc12
[3] Cc1ccc(OCC(=O)Nc2ccc(S(=O)(=O)Nc3cc(C)nc(C)n3)cc2)cc1
[4] Cc1cc(C(=O)Oc2ccccc2C(=O)O)c(C)o1
[5] CCOc1ccccc1NC(=O)c1nnn(CC(=O)Nc2cc(C)cc(C)c2)c1N
[6] COc1ccc(C(=O)c2c3ccccc3[n+]([O-])n2Cc2ccc(C(N)=O)cc2)cc1
[7] CCn1cc(C(=O)NCC(C)C)c(=O)c2cc(F)c(N3CCN(C)CC3)cc21
[8] COC(=O)c1ccc(N(CC(=O)NC2CCCC2)C(=O)c2ccc(C)s2)cc1
[9] CCc1ccc([C@@H]2C[C@H]3[C@@H](CN2S(=O)(=O)c2ccc(C)cc2)C(=O)C[C@@H](c2ccccc2)N3S(=O)(=O)c2ccc(C)cc2)cc1
[10] CC(C)c1c(O)ccc2c1CC[C@H]1C(C)(C)CCC[C@]21C
Assay by compound,1,2,3,4,5,6,7,8,9,10
TAAR1 antag,0,-16,-26,-7,-3,-3,-39,-2,8,-3
TAAR1 agonist,1,3,4,-1,4,12,1,-1,1,6
V1aR counter,0.1,-0.8,0.5,1.4,1.1,0.1,1.7,-0.9,·,·
OXTR potentiator,2,-2,-6,-7,-8,-4,-4,-13,·,·
M1 PAM,-3,14,6,1,1,-2,8,10,3,-2
CHRM1 agonist,-11,1,-3,-2,-1,-4,-8,0,-2,-2
M1 antag,-8,-18,-6,1,-4,2,-8,-10,-7,-21
OXTR agonist,1.6,0.1,-1.1,0.4,1.5,-0.7,0.0,-1.5,·,·
CHO parental Ca,-18,8,-13,-7,4,-10,-3,-11,·,·

[11] O=C(NCCCn1ccnc1)c1cc([N+](=O)[O-])cc([N+](=O)[O-])c1
[12] CCCCN(CC)S(=O)(=O)c1ccc(C(=O)Nc2nnc(CSC)o2)cc1
[13] CC(=O)Nc1ccc(S(=O)(=O)N2CC(=O)NC(=O)C2)cc1
[14] CCOc1nc(SC(C(C)=O)C(=O)Nc2ccccc2)nc(N(C)C)n1 (stereo not drawn)
[15] CC(C(=O)NCc1ccccc1)N1C(=O)C2CC=C(Cl)CC2C1=O (stereo not drawn)
[16] CC(NC(=O)Cc1ccccc1)c1cc2c(cc1Br)OCCCO2 (stereo not drawn)
[17] CCOc1ccc(-c2nnc(NC3=NCCCCC3)o2)cc1
[18] CC(=O)NCc1ccc(C(=O)COC(=O)COc2ccc(Cl)c(C)c2)s1
[19] COc1ccc(Nc2nc(N)nc(CSc3nnc(C)s3)n2)cc1
[20] O=C(NC1CC1)C1CCN(C2CCN(C(=O)c3c(F)cccc3Cl)CC2)CC1
Assay by compound,11,12,13,14,15,16,17,18,19,20
TAAR1 antag,8,-4,3,-9,-20,-10,-13,8,-17,-25
TAAR1 agonist,2,9,0,7,2,14,4,1,21,1
V1aR counter,-0.1,0.1,0.9,-0.2,0.2,0.3,0.3,11,-0.9,0.2
OXTR potentiator,-1,-4,-1,-10,-13,-5,-14,-9,1,-15
M1 PAM,1,3,4,7,1,-6,9,12,5,4
CHRM1 agonist,-7,3,-1,-3,-2,-5,-4,1,-3,-1
M1 antag,-1,-4,-12,-7,-25,13,-10,-12,-4,-2
OXTR agonist,1.3,-0.3,-0.8,-2.4,-1.0,-0.7,-1.4,12,-1.6,-0.3
CHO parental Ca,-9,-24,0,-15,-18,-14,-27,-6,-14,14

# An excerpt from above, limited to CHRM1 agonist, OXTR potentiator and V1aR counter:
nr | Compound | CHRM1 agonist | OXTR potentiator | V1aR counter
20 | O=C(NC1CC1)C1CCN(C2CCN(C(=O)c3c(F)cccc3Cl)CC2)CC1 | -1 | -15 | 0.2
17 | CCOc1ccc(-c2nnc(NC3=NCCCCC3)o2)cc1 | -4 | -14 | 0.3

# Next section:
[21] Nn1c(SCc2ccccc2)nnc1C1CCCCC1
[22] CC1(C)Cc2c(cnn2-c2ccc(F)cc2)C(NC(=O)c2ccc(=O)oc2)C1 (stereo not drawn)
[23] CC1=C(C(=O)OCc2ccccc2)C(c2ccccc2)NC(=O)N1CCCC(=O)O (stereo not drawn)
[24] C/C(CC(=O)Nc1ccc2c(c1)OCCO2)=N\NC(=O)COc1ccccc1
[25] COc1cc2c(cc1OC)C(C)N(C(=O)c1sc(-c3cnccn3)nc1C)CC2 (stereo not drawn)
[26] COC(=O)CCC(=O)OC1(C)C(=O)C=C2C=C(C3CC3)N(Cc3ccc4c(c3)OCO4)C=C2C1=O (stereo not drawn)
[27] OCC#Cc1ncc(C(F)(F)F)cc1Cl
[28] FC(F)Sc1ccc(-n2cc(-c3ccc(Cl)cc3)[n+]3c2CCC3)cc1
[29] Cc1cc(NS(=O)(=O)c2ccc(NC(=S)NC(=O)c3cccnc3)cc2)no1
[30] CC(=O)N1CCN(S(=O)(=O)c2cccc(C(=O)NCc3ccc(F)cc3)c2)CC1
Assay by compound,21,22,23,24,25,26,27,28,29,30
TAAR1 antag,-28,-17,-5,-5,-30,0,-20,-4,-14,-1
TAAR1 agonist,0,-1,3,-4,4,5,-1,13,6,0
V1aR counter,0.2,-0.1,0.7,0.2,0.4,1.6,0.9,-0.8,0.0,0.1
OXTR potentiator,2,-1,-3,-5,-8,-13,3,-14,-2,-4
M1 PAM,-7,2,7,9,·,-4,8,-20,8,-6
CHRM1 agonist,-2,-4,-3,-7,·,-11,-4,-11,-9,-3
M1 antag,20,-2,-7,-6,·,-1,-10,14,-10,-1
OXTR agonist,-1.0,-0.9,0.4,-0.9,-0.4,-0.4,0.8,-1.5,0.8,0.3
CHO parental Ca,-3,-17,-10,-5,-4,0,5,-6,11,-22

[31] COc1cc(CNC(=O)c2cc(-c3cc(C)cc(F)c3)n[nH]2)cc(OC)c1
[32] CC(C)[C@@H](CSc1ccccc1)N1CCN(Cc2ccccc2)CCC1=O
[33] CO/N=C(/CNC(=O)c1ccc(F)cc1)c1ccc(Cl)cc1
[34] CC(Oc1cc2oc(=O)c3c(c2cc1Cl)CCC3)C(=O)NCC1CCC(C(=O)O)CC1 (stereo not drawn)
[35] CC1N(O)C(C)(C)C(c2ccccc2)=[N+]1[O-] (stereo not drawn)
[36] COc1ccc(N/C=C(\C#N)S(=O)(=O)c2ccc(Cl)cc2)c(OC)c1
[37] O=C(CSc1ncn[nH]1)NC1CC2CCC1C2 (stereo not drawn)
[38] COc1ccc(C(=O)C23CC4CC(C2)CC(C(=O)c2ccc(OC)cc2)(C4)C3)cc1
[39] Cc1snc(SCc2cccc(Cl)c2)c1C#N
[40] O=S(=O)(Nc1ncccn1)c1ccccc1
Assay by compound,31,32,33,34,35,36,37,38,39,40
TAAR1 antag,4,-13,-9,-12,-15,8,1,-9,13,4
TAAR1 agonist,5,1,3,2,4,4,1,0,8,3
V1aR counter,·,-1.7,0.4,-0.7,-0.4,4.5,-0.4,0.6,-0.5,0.5
OXTR potentiator,·,-4,-1,-2,-8,-17,-19,-1,-8,2
M1 PAM,-1,-2,-1,-1,2,6,12,2,1,13
CHRM1 agonist,-1,-4,-5,-2,0,4,-3,-3,-3,-3
M1 antag,-6,1,-1,2,1,-12,-7,-2,-3,-10
OXTR agonist,·,-1.5,-2.7,0.3,1.2,3.3,0.1,-0.4,3.0,0.1
CHO parental Ca,·,-23,-25,-9,-11,2,13,-8,-19,-5

[41] c1cncc(-c2nc(N3CCCCCC3)c3ccccc3n2)c1
[42] O=S(=O)(Nc1ccccc1Cl)c1ccc2[nH]c(=S)oc2c1
[43] NNc1nc(Nc2ccc([N+](=O)[O-])cc2)nc(N2CCCCCC2)n1
[44] Cc1cc(C)nc(NC(=S)Nc2cccc(F)c2)c1
[45] Cc1cccc(NC(=S)N(Cc2cccs2)Cc2cc3cc(C)cc(C)c3[nH]c2=O)c1
[46] CN(C)S(=O)(=O)c1cccn1-c1ncc(C(F)(F)F)cc1Cl
[47] O=C(Cc1c(F)cccc1Cl)N/N=C/c1cccnc1
[48] CCCCn1c(N)c(N(CCOC)C(=O)COC(=O)CCOc2ccc(C)cc2)c(=O)[nH]c1=O
[49] C=CCCC(=O)N1C[C@H]2CON(C)[C@H]2C[C@H]1c1ccccc1Br
[50] CSc1nsc(SC)c1-c1ccc(Cl)cc1
Assay by compound,41,42,43,44,45,46,47,48,49,50
TAAR1 antag,-5,-15,-19,-41,-3,13,-5,11,-4,-18
TAAR1 agonist,22,0,5,3,1,2,1,3,0,-1
V1aR counter,-1.1,-0.1,-1.1,-0.1,-0.1,3.0,·,1.4,·,·
OXTR potentiator,-3,-7,-11,-4,-2,-3,·,-1,·,·
M1 PAM,-8,7,0,-7,7,-2,10,14,2,9
CHRM1 agonist,-5,-3,-6,-4,-4,-1,-2,-4,-5,-1
M1 antag,10,-6,2,26,-16,-4,-11,-12,-2,-19
OXTR agonist,-2.8,-0.7,-0.5,-2.2,-0.5,2.0,·,0.0,·,·
CHO parental Ca,-24,4,-17,-4,-10,4,·,1,·,·

# Quoted from the listing.
# O=C(Cc1c(F)cccc1Cl)N/N=C/c1cccnc1 @ M1 antag: -11
# Cc1cccc(NC(=S)N(Cc2cccs2)Cc2cc3cc(C)cc(C)c3[nH]c2=O)c1 @ OXTR potentiator: -2
# c1cncc(-c2nc(N3CCCCCC3)c3ccccc3n2)c1 @ TAAR1 antag: -5
# CN(C)S(=O)(=O)c1cccn1-c1ncc(C(F)(F)F)cc1Cl @ CHRM1 agonist: -1

# The results go on:
[51] COc1cccc(CNC(=O)CC(NC(=O)c2ccccc2)c2ccccc2)c1 (stereo not drawn)
[52] CC(=O)C1=C(C)OC2(O)c3ccccc3C(=O)C12O (stereo not drawn)
[53] CCN1CCN(C(=O)c2ccc3nc(-c4ccccc4)c(-c4ccccc4)nc3c2)CC1
[54] COCc1ccc(C(=O)OC(C)C(=O)Nc2c(C)n(C)n(-c3ccccc3)c2=O)cc1 (stereo not drawn)
Assay by compound,51,52,53,54
TAAR1 antag,-16,-5,-15,6
TAAR1 agonist,3,0,2,0
V1aR counter,0.8,-0.2,0.2,-1.2
OXTR potentiator,-4,-13,1,-3
M1 PAM,9,5,-19,9
CHRM1 agonist,8,0,-5,-3
M1 antag,13,-10,24,-7
OXTR agonist,1.3,-0.9,-0.2,-0.1
CHO parental Ca,-18,-11,-24,-12
